Screens (PubChem)
POLH inh – qHTS for Inhibitors of Polymerase Eta | recombinant Pol eta, fluorescent DNA replication assay | 390,000 tested, 1.2% active | Potency, µM (top dose mostly 114 µM), for inactives: top-dose activity change, negative = inhibition, most hits filed as inhibitors | DNA polymerase eta (Homo sapiens), Q9Y253; also: potency is read from the fitted curve at half-maximal effect; % is scaled to controls: 0 for no effect and ±100 for the full control effect
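Pol eta at 10 nM preincubated with compounds 15 min at room temperature; reaction started with fluorescent substrate (50 nM final) and read kinetically at 0 and 10 min.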
Pol iota inh – qHTS for Inhibitors of Polymerase Iota; Pol iota fluorescent replication assay, 10 min; Potency, µM (highest dose often 115 µM), for the others: top-dose activity, negative = inhibition, hits mostly inhibitors; 390,000 tested, 1% active; AID 588590, 2011; also: potency is read from the fitted curve at half-maximal effect
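Fluorescent replication assay read twice, at 0 min and 10 min after adding 50 nM (final) substrate. Enzyme (10 nM) and compounds were first incubated 15 min at room temperature; enzyme-free buffer wells were negative controls.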
PGK inhibitor – qHTS Assay to Find Inhibitors of Phosphoglycerate Kinase. Phosphoglycerate kinase, glycosomal (Trypanosoma brucei brucei), P07378. PGK/GAPDH coupled, Kinase-Glo luminescence, 60 min. Potency, µM (series often up to 57.5 µM), for the others: at the top dose activity change, negative = inhibition, actives largely listed as inhibitors. 380,000 tested, 0.043% active; also: potency is read from the fitted curve at half-maximal effect; % is scaled to controls: 0 for no effect and ±100 for the full control effect; nearly all actives have a fitted effect of over 60% in size
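Recombinant glycosomal PGK reaction used 1,3-bisphosphoglycerate generated in-well by GAPDH (100nM final) in 100mM TEA pH 7.6, 5mM MgCl2, 0.01% Tween-20. After 60 minutes at room temperature, ATP was read by Kinase-Glo Plus luminescence end-point.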
POLK inh – qHTS for Inhibitors of Polymerase Kappa. Potency, µM (doses to about 107 µM), for inactives: at the highest dose activity, negative = inhibition, hits mostly inhibitors. 400,000 tested, 0.53% active. purified Pol kappa, fluorescent DNA synthesis assay, 10 min. DNA polymerase kappa (Homo sapiens), Q9UBT6. AID 588579, 2011; also: potency is read from the fitted curve at half-maximal effect; % is scaled to controls: 0 for no effect and ±100 for the full control effect
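50 nM final substrate added after 15 min RT preincubation of 10 nM Pol kappa with compound; fluorescence read at 0 and 10 min.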
APEX1 inh – qHTS Assay for Inhibitors of the Human Apurinic/apyrimidinic Endonuclease 1 (APE1); 350,000 tested, 0.35% active; DNA repair nuclease/redox regulator APEX1 (Homo sapiens), P27695; Potency, µM (top dose mostly 65.8 µM), without a hit: at the top dose activity change, negative = inhibition, hits mostly inhibitors; recombinant APE1, TAMRA/BHQ-2 abasic DNA cleavage fluorescence;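 also: potency is read from the fitted curve at half-maximal effect; plate controls were vehicle for no effect and reference inhibitor for full effect; nearly all actives have a fitted effect of over 55% in size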
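Step 1: APE1 (0.75 nM) with compound, 15 min RT. Step 2: add 50 nM fluorophore/quencher THF duplex. Step 3: three fluorescence reads 60 s apart (525/598 nm); read 3 minus read 1 = reaction progress.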
RXFP1 antag – qHTS Assay for Antagonists of the Relaxin Receptor RXFP1. Relaxin receptor 1 (Homo sapiens), Q9HBX9. HEK293-RXFP1, relaxin-stimulated cAMP HTRF, 30 min; active compounds read low. activity change, negative = inhibition, % at 57.5 µM. 350,000 tested, 0.59% active;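 active = activity change of -60% or lower, but not beyond a set lower limit; inconclusive = change between -60% and -40%, or beyond the set limit; inactive = change above -40%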; also: % is scaled to controls: 0 for no effect and ±100 for the full control effect
Target sequence (Q9HBX9 whole entry, looked up): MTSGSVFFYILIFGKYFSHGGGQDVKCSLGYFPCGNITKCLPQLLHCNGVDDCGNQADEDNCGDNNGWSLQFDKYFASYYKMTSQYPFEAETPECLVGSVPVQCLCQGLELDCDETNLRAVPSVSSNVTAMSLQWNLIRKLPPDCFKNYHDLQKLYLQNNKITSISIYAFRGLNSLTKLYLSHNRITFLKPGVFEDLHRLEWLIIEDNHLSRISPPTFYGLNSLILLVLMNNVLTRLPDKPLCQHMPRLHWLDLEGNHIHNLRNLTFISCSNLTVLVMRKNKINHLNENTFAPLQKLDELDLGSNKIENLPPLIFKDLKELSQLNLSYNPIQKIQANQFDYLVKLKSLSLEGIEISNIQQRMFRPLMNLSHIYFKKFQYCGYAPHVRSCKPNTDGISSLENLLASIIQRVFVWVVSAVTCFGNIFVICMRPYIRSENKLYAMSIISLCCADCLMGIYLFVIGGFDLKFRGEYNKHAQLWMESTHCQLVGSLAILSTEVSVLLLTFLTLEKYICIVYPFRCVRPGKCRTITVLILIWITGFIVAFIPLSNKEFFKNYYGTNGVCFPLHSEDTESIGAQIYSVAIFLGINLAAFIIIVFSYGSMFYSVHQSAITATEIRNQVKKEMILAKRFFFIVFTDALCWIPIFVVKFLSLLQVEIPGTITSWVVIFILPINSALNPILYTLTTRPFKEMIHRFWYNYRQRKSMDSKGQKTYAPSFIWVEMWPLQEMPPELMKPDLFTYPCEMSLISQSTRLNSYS
POLB inh – qHTS Assay for Inhibitors of DNA Polymerase Beta | Pol beta primer extension/strand displacement, fluorescence kinetic | Potency, µM (highest dose often 114 µM), without a hit: at the highest dose activity change, negative = inhibition, most hits filed as inhibitors | 340,000 tested, 1.3% active | AID 485314, 2010; also: potency is read from the fitted curve at half-maximal effect; % is scaled to controls: 0 for no effect and ±100 for the full control effect
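Enzyme-only controls used 10 nM Pol beta; buffer lacking enzyme served as negative control. Compound preincubated 15 min, then 50 nM substrate added; 0 and 10 min reads at room temperature.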
BLM inh – qHTS Assay for Inhibitors of Bloom's syndrome helicase (BLM). RecQ-like DNA helicase BLM (Homo sapiens), P54132. recombinant BLM DNA unwinding, fluorescence dequenching. Potency, µM (highest dose often 56.1 µM), for the others: at the top dose activity change, negative = inhibition, hits mostly inhibitors. 350,000 tested, 0.2% active;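 also: potency is read from the fitted curve at half-maximal effect; plate controls were vehicle for no effect and no enzyme for full effect; nearly all actives have a fitted effect of over 35% in size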
Anesthetic bind – qHTS Assay for Identification of Novel General Anesthetics; Ferritin light chain (Equus caballus), P02791; apoferritin/1-aminoanthracene competitive binding, fluorescence; AID 485281, 2010; 350,000 tested, 0.074% active; Potency, µM (highest dose often 77.5 µM), inactives show top-dose activity change, negative = displacement, usual class: inhibitors; also: potency is read from the fitted curve at half-maximal effect; % is scaled to controls: 0 for no effect and ±100 for the full control effect; nearly all actives have a fitted effect of over 20% in size
Target sequence (P02791 2-175 limits assumed): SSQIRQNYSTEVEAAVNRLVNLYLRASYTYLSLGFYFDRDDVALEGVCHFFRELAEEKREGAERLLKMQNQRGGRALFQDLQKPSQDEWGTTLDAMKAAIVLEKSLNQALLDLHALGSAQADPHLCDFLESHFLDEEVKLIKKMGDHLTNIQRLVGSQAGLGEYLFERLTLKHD
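Probe: 1-aminoanthracene (50% saturated, PBS). Protein: horse-spleen apoferritin, 10 uM. Incubation: 10 min, room temperature. Detection: 380 nm excitation, 535 nm emission. Analysis: normalized response, four-parameter Hill.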
Starred values were filed as active, the others as inactive; i = inactive; ? = inconclusive; . = no result given; & = joins results of further samples; [ ] = remark or other dose. Unless noted, calls follow the shape of the dose curve; as a rule, active = well fitted curve in the direction sought with a large enough effect; inconclusive = small, poorly fitted or top-dose-only effect, or another doubt; inactive = no such curve, though single readings can be large; an effect the other way counts as inactive or inconclusive.

| structure | POLH inh | Pol iota inh | PGK inhibitor | POLK inh | APEX1 inh | RXFP1 antag | POLB inh | BLM inh | Anesthetic bind |
| --- | --- | --- | --- | --- | --- | --- | --- | --- | --- |
| CCOc1ccc(NC(=O)C2CCC(N3C(=O)C4CC=CCC4C3=O)CC2)cc1 (stereo not given) | -11% | 0% | -2% | 11% | 2% | -4 | 12% | 0% | ? |
| CCCc1nc2ccccc2c(=O)n1/N=C/c1ccc(O)c(O)c1 | ? | ? | -8% | -17% | -6% | -7 | ? | -3% | ? |
| CS(=O)(=O)N1CCN(c2ccc([N+](=O)[O-])c(N3CCOCC3)c2)CC1 | -14% | 11% | i | -14% | -4% | . | 5% | 0% | -22% |
| CCOC(=O)CSc1ccc2nnc(CCNS(=O)(=O)c3ccccc3)n2n1 | -15%&-9% | 17%&16% | -1%&14% | -17%&-3% | -3% | 3&3 | -10%&30% | -2%&3% | -5%&2% |
| CSc1nnc(NC(=O)CCc2ccccc2)s1 | 2% | 3% | 0% | -11% | 1% | 11 | 33% | -8% | -16% |
| Cc1ccc(NC(=O)COC(=O)c2ccc(CN3CCCC3=O)cc2)c(Cl)c1 | -17% | 4% | 4% | -14% | -7% | -12 | . | . | . |
| CCS(=O)(=O)c1nc(S(=O)(=O)c2ccc(C)cc2)c(N2CCN(C)CC2)s1 | 3% | -6% | -2% | 2% | -2% | 6 | 13% | 2% | -7% |
| CS(=O)(=O)N(Cc1ccc(Cl)cc1)c1ccc(C(=O)N/N=C/c2cc3ccccc3nc2Cl)cc1 | -17% | 105%[activator] | -5% | -3% | 3% | -12 | -14% | -5% | -1% |
| O=C(Nc1csc([N+](=O)[O-])c1)Nc1c(Cl)cccc1Cl | -9% | ? | 4% | -3% | -1% | 8 | ? | 0% | 1% |
| CCOC(=O)c1ccc(NC(=O)N2CCCCCC2)cc1 | -7% | 24% | -2% | -4% | 32% | -5 | 17% | -1% | ? |
| COc1ccccc1NC(=O)c1ccccc1N(Cc1ccccc1)S(C)(=O)=O | -18% | 12% | i | -1% | 13% | -4 | 8% | -1% | -13% |
| COc1ccc(OCC(O)Cn2c(Nc3ccccc3)nc3c2c(=O)n(C)c(=O)n3C)cc1 (stereo not given) | -2% | 15% | 8% | -6% | 4% | -4 | 84% | -2% | -5% |
| O=C(NCc1ccco1)c1c[nH]c2ccc(S(=O)(=O)N3CCOCC3)cc2c1=O | 4% | 5% | -4% | -11% | -2% | -8 | -23% | 1% | -1% |
| COc1cc2c(cc1NC(=O)c1ccccc1F)CCCC2 | -13% | 0% | -6% | -15% | -2% | 2 | 31% | -5% | -7% |
| O=C(O)C1(Cc2nc3ccccc3[nH]2)CCCC1 | 4% | -15% | 4% | -4% | -7% | -21 | 30% | -4% | 1% |
| COC(=O)c1sc(S(=O)(=O)N2CCC(C(N)=O)CC2)c(C(=O)OC)c1C | -10% | 11% | 2% | -6% | 17% | -4 | -4% | -1% | 0% |
| NC(=O)c1c(NC(=O)c2ccccc2F)sc2c1CCCC2 | -2% | 16% | 6% | -9% | -4% | -22 | 6% | -7% | -1% |
| Cc1cc2c(c(Sc3ccccc3)n1)C(=O)OC2 | 10% | 14% | i | -11% | 3% | 4 | 0% | -2% | 1% |
| O=C(COC(=O)C12CC3CC(CC(O)(C3)C1)C2)Nc1ccc(Cl)cc1F | -11% | -8% | -1% | -11% | 30% | 1 | . | . | . |
| C=CCn1c(SCC(=O)Nc2cc(C)on2)nc2sc(C)c(C)c2c1=O | 1% | -10% | -7% | -1% | 15% | -1 | 38% | -3% | -4% |
| Cc1ccccc1Cn1c(CN2CCC(C(=O)NCc3cccnc3)CC2)cc2ccccc21 | -20% | 0% | -5% | -7%[60.1 µM] | . | -14 | 15% | -11% | -11% |
| Cc1ccc(C(=O)/C=C/Nc2ccccc2C(N)=O)o1 | -14% | 19% | 6%[11.5 µM] | -6% | 4% | 3 | 51% | 3% | 3% |
| C[C@@H](O)C1NC(=O)[C@H](CCCCN)NC(=O)c2cc([N+](=O)[O-])cc(I)c2NCCC[C@@H](C(N)=O)NC1=O (stereo not given in full) | -3% | -7% | i | 9% | ? | . | -14% | -8% | 1% |
| CCCN(C(=O)c1cn(C)c(=O)c2ccccc12)c1ccccc1C | -21%&0% | 168%&6%[activator] | -8%&-2% | 0%&-1% | -12% | 2 | -1%&6% | -3%&1% | -7%&-4% |
| N#Cc1ccc(OCC(=O)Nc2cc(S(=O)(=O)N3CCOCC3)ccc2N2CCCC2)cc1 | -1% | 19% | -6% | 8% | . | -2 | . | . | . |
| COc1cc(C(=O)Nc2nc(OC)c(-c3ccccc3)c(OC)n2)cc(OC)c1OC | -22% | ? | 2% | 7%[60.1 µM] | ? | 0 | 45µM* | -7% | -23% |
| COc1ccc(C)c(-n2c(N)cc(=O)n(Cc3ccccc3)c2=O)c1 | -3% | ? | 0% | -15% | 17% | 4 | -6% | -3% | 2% |
| CC1CCC2(CC1)NC(=O)N(CC(=O)NC1CCCCC1C)C2=O (stereo not given) | -1% | 19% | 2% | -7% | 1% | 0 | . | . | . |
| O=C(NCc1ccco1)C1CCCCN1S(=O)(=O)c1ccc(F)cc1 (stereo not given) | 2% | 14% | 2% | 1% | 13% | -15 | 47% | 0% | -15% |
| Cc1ccc(CCNC(=O)C(CC(C)C)NS(=O)(=O)c2ccc3c(c2)oc(=O)n3C)cc1 (stereo not given) | -11% | 4% | -1% | -9% | . | . | 10% | -3% | -5% |
| CC1=CC(=O)C=CC1(C)C(Cl)Cl (stereo not given) | -5% | 15% | -8% | 2% | 21% | -8 | 3% | 0% | ? |
| CN(Cc1ccccc1)C(=O)CN(c1ccccc1Cl)S(C)(=O)=O | -5% | 5% | 3% | -18% | 3% | 4 | -38% | -4% | -5% |
| COc1ccc(NS(=O)(=O)c2ccc3ccccc3c2)c2ncccc12 | -9% | 39%[activator] | 0% | 4% | 7% | -7 | -9% | -5% | -8% |
| CC(OC(=O)C1CCCC1)C(=O)Nc1ccc(S(N)(=O)=O)cc1 (stereo not given) | -8% | -16% | -9% | -7% | -9% | -8 | . | . | . |
| COc1cc(NC(=S)NN2CCN(C)CC2)cc(OC)c1 | -11% | -1% | i | 4% | 0% | -1 | 6% | 1% | 4% |
| COc1ccc2[nH]cc(CCNc3nc(-c4ccoc4)nc4ccccc34)c2c1 | . | . | . | 0%[60.1 µM] | 0% | . | . | -5% | -11% |
| O=C(NCCO)c1c(O)c2cccc3c2n(c1=O)CC3 | -7% | -5% | i | 1% | -3% | -1 | -22% | 0% | 4% |
| COC(=O)c1ccc(C23CC4(C2)[C@H](CN(CC2CCCCC2)[C@@H]4c2ccccc2)C3c2ccc(Cl)nc2)cc1 (stereo not given in full) | -6% | -4% | -9% | 18% | -1%&1% | . | 15% | -9%&-5% | -1%&2% |
| N#Cc1ccc2c(c1)C[C@]1(CCCCN3C(=O)c4ccccc4C3=O)OC3=C(C(=O)OC4(CCCCC4)C3)C2O1 | . | . | . | . | 14%[12.4 µM] | . | -7%[22.9 µM] | -7%[12.4 µM] | -19%[15.3 µM] |
| Cc1ccc2oc(=O)c3cc(C(=O)NCCCN4C(C)CCCC4C)sc3c2c1 (stereo not given) | -11% | -19% | -7% | 22% | -21% | 8 | 17% | 72%[activator] | -15% |
| Nc1ccc2c(c1)[nH]c(=O)c1ccccc12 | -7% | 49%[activator] | 1% | -12% | . | -6 | . | . | . |
| COc1cc(C(=S)N(C)C)ccc1O | -26% | 15% | 2% | -12% | 16% | 6 | -20% | -1% | -7% |
| O=C(CSc1nc2[nH]ncc2c(=O)n1-c1ccc(Cl)c(Cl)c1)NCc1ccccc1Cl | -23% | 69%[activator] | -3% | -23% | -15% | -2 | -14% | -15% | -10% |
| COCCn1cc(C(=O)N2CCCC(C)C2)c2c3ccccc3n(C)c2c1=O (stereo not given) | -5% | -1% | -1% | -11% | 14% | 1 | 48% | -2% | -10% |
| O=c1c2ccccc2ncn1Cc1nc2ccccc2s1 | -19% | 5% | -4% | -4% | 1% | -29 | 34% | -1% | -20% |
| CCOC(=O)CC1C(=O)NCCN1c1nc2ccc(C)cn2c(=O)c1/C=C1\SC(=S)N(C(C)CC)C1=O (stereo not given) | . | . | . | . | 2% | . | 3% | -20% | -6% |
| Cc1cc(C)c2cc(C(c3nnnn3C3CCCC3)N3CCOCC3)c(=O)[nH]c2c1 (stereo not given) | -12% | -8% | 0% | -3% | -7% | 2 | 18% | -9% | -14% |
| COCCNC(=O)c1ccc2c(c1)N=C(C)c1cc(C)ccc1S2 | 3% | 10% | i | 7% | . | . | 19% | 0% | -6% |
| CCOC(=O)c1ccc(N2CCN(c3cc(C)ccc3C)CC2)c(NC(=O)Nc2ccccc2)c1 | -6% | 42%[activator] | 3% | -4%[60.1 µM] | . | -15 | 36% | -7% | 0% |
| O=C(Nc1ccc(C(F)(F)F)cc1)c1cccc(-n2cnnn2)c1 | 2% | -1% | -3% | 2% | -9% | 1 | . | . | . |
| CCN(CC)C(=O)Cn1cc(S(=O)(=O)CC(=O)NCc2ccc3c(c2)OCO3)c2ccccc21 | -4% | 78%[activator] | i | 6% | -2% | 3 | 12% | 3% | -10% |
| CN(C)CCCn1c(-c2ccc(Cl)cc2)csc1=Nc1ccccc1 | -2% | -7% | -11% | -7%[60.1 µM] | . | . | -18% | 4% | 10% |
| Cc1ccc(CNC(=O)Cc2cn(C)c3ccccc23)cc1 | 1% | 160%[activator] | -7% | -6% | 1% | 2 | 6% | -1% | -6% |

Some of the compounds tested, so the mix of outcomes need not match the whole.
